Assay outcomes: PubChem BioAssay, National Center for Advancing Translational Sciences (NCATS)
KDM5B inhibitor: KDM5B demethylase inhibition; Q9UGL1; KDM5B demethylase, FDH-coupled NADH fluorescence (FDH is formaldehyde dehydrogenase); Potency, µM (doses to about 57.7 µM), for the others: at the top dose activity change, negative = inhibition, usual class: inhibitors; hit rate 2.6% among 220,000; active means well fitted inhibition curve with a large enough effect; inconclusive means small, poorly fitted or top-dose-only effect; inactive means no such curve, though single readings can be large or run the other way; further: 0% is about no effect; nearly all actives have a fitted effect of over 70% in size
Target sequence (Q9UGL1 whole entry, looked up): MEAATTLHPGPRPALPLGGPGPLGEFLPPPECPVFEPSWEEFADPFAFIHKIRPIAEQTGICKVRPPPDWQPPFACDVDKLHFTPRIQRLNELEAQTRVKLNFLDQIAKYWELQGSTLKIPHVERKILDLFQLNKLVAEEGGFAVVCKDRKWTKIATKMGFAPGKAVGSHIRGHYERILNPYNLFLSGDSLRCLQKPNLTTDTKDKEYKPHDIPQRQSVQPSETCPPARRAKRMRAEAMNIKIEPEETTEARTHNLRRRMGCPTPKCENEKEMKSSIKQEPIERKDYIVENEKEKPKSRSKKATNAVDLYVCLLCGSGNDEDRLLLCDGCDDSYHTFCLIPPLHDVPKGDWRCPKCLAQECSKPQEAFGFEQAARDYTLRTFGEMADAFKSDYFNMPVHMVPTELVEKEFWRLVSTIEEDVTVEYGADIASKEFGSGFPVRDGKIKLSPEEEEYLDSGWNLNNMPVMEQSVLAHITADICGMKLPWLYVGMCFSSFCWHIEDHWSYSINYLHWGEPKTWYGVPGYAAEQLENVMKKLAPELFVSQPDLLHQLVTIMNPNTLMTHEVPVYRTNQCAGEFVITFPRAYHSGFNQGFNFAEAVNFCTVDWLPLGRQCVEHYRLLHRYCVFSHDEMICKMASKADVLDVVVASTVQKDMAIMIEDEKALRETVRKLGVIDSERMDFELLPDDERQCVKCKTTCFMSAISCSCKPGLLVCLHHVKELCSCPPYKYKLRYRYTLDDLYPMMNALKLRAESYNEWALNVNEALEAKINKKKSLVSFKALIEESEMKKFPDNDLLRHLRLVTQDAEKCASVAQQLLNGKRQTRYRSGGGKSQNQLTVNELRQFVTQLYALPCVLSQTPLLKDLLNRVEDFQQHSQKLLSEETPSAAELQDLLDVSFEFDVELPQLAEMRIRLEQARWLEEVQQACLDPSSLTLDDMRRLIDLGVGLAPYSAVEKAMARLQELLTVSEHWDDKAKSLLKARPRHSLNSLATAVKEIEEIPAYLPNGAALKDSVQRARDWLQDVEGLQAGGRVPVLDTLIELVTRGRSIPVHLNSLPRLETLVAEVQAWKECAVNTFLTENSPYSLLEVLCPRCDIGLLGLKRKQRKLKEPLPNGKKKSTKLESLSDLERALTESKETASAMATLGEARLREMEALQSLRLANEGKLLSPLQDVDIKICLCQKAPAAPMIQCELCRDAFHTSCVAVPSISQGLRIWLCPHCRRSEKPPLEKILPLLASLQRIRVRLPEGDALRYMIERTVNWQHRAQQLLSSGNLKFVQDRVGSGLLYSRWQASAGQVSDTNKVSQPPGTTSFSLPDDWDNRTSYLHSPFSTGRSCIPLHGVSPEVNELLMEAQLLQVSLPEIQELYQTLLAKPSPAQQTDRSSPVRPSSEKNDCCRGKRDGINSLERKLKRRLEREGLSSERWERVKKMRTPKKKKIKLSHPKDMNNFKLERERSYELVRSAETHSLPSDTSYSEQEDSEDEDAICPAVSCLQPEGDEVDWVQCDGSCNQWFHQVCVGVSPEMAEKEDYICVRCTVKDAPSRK
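KDM5BΔAP (200 nM final) in 50 mM HEPES pH 7.5, 0.01% Tween-20 was preincubated 10 min at RT with compound over a concentration range. Substrate mix (H3K4me3 12.5 µM, α-KG 25 µM, Fe²⁺, ascorbate, NAD⁺, FDH) was added, and NADH fluorescence change over 30 min gave dose-response curves.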
* = called active by the depositor; u = inconclusive; & = joins results of further samples; [ ] = another dose, or the depositor's remark. Potency means the concentration at half of the fitted maximal effect. Only part of the results is shown (hit frequency here may not be typical).

| item | Molecule | KDM5B inhibitor |
| --- | --- | --- |
| 1 | CCOc1ccc(CCNC(=O)CCSCc2ccc(Cl)cc2)cc1OCC | -9% |
| 2 | CN1CCC(N(C)CCN(C)C(=O)NCc2ccc(F)cc2)CC1 | 8% |
| 3 | CC1=C(C)CC(C(=O)NC2CCN(Cc3ccccc3)CC2)C(C(=O)O)C1 (stereo not drawn) | 20% |
| 4 | Clc1cc(-c2ccccc2)nc(-c2ccccc2)n1 | 7% |
| 5 | Cc1ccc(NC(=O)Nc2nnc(N3CCCC3)s2)cc1 | -2% |
| 6 | Cc1nc(/C=C/C(=O)NC(C)C23CC4CC(CC(C4)C2)C3)cs1 (stereo not drawn) | 23% |
| 7 | COc1ccc(NS(=O)(=O)c2cccc(C(=O)N3CCc4sccc4C3)c2)cc1 | 0% |
| 8 | COc1cccc(-c2nc(CSCC(=O)N3CCc4ccccc43)c(C)o2)c1 | 16% |
| 9 | Cc1[nH]c2ccccc2c1C(c1ccc(O)cc1)c1c(C)[nH]c2ccccc12 | u |
| 10 | COc1cc(CNc2ccc3[nH]c(=O)[nH]c3c2)cc(Cl)c1OCc1ccccc1F | u |
| 11 | O=C(Cn1c(=O)nc(-c2ccccc2)c2ccccc21)Nc1cccc(C(F)(F)F)c1 | -9% |
| 12 | Cc1ccc(C2=NC3(CCN(C(=O)COc4ccc(Cl)cc4)CC3)ON2)cc1 | 6% |
| 13 | COc1ccc(-n2c3c(c(=O)[nH]c2=O)C(NC(C)=O)(C(F)(F)F)C(=O)N3)cc1 (stereo not drawn) | -9% |
| 14 | NC(=O)c1cnc2n1CCN(C(=O)c1cnnn1-c1ccccc1)C2 | -3% |
| 15 | COc1ccc(N2CCN(c3oc(-c4ccccc4C)nc3S(=O)(=O)c3ccccc3)CC2)cc1 | u |
| 16 | CN(CCSc1ccc(Cl)cc1)Cc1nc2ccccc2c(=O)[nH]1 | 8% |
| 17 | Cc1ccc(NC(=O)CSC2=Nc3ccccc3C3CC=NN23)c(C)c1 (stereo not drawn) | 5% |
| 18 | Cc1cc(-c2ccc(C)c(S(=O)(=O)Nc3c(C)cccc3C)c2)on1 | -9% |
| 19 | CCOP(=O)(OCC)c1nc(-c2ccco2)oc1NCc1ccccc1 | u |
| 20 | CC(C)Oc1nnc(SCC(=O)Nc2ccccc2Cl)s1 | 10% |
| 21 | CCn1ncc(N2CCC(NC(=O)CC3CCCC3)CC2)cc1=O | 12% |
| 22 | CCNC(C(=O)c1c[nH]c2c(CC)cccc12)c1ccccc1 (stereo not drawn) | u |
| 23 | CC(C)(C)c1ccc(-c2nnc(SCc3nc4ccccc4o3)o2)cc1 | -6% |
| 24 | CCOC(=O)c1cc(-c2ccccn2)nc2c1c(=O)[nH]c(=O)n2CCOC | 1% |
| 25 | O=C(COc1ccc2c(c1)OCO2)Nc1nccs1 | 20% |
| 26 | Cc1cc(C(=O)NC2CCCc3c2[nH]c2ccccc32)c2c(C)noc2n1 (stereo not drawn) | u |
| 27 | O=C(C1CCC(CNc2c(N3CCCC3)c(=O)c2=O)CC1)N1CCc2ccccc21 (stereo not drawn) | 23% |
| 28 | CC(NC(=O)c1ccc(C(C)(C)C)cc1)C(=O)NCc1ccc(C(=O)O)cc1 (stereo not drawn) | 25% |
| 29 | Cc1ccc(NC(=O)Cn2cnc3nc(N4CCOCC4)sc3c2=O)cc1C | 4% |
| 30 | CC1CCC(NC(=O)CCc2cn(Cc3ccccc3Cl)c3ccccc23)CC1 (stereo not drawn) | 10%&-35% |
| 31 | O=C(Nc1ccccc1)C1CCN(C(=O)c2ncn3c2COC(c2ccc(F)cc2)C3)CC1 (stereo not drawn) | 17% |
| 32 | O=C(O)CCc1ccc(F)c(F)c1 | 21% |
| 33 | Cc1ccsc1/C=N/Nc1ccc(C(=O)O)cc1 | 16% |
| 34 | CCCOc1ccccc1C(=O)Nc1ccc(-c2nc3ccc(C)cc3s2)cc1 | u |
| 35 | CNC(=O)c1nc2sccn2c1Br | 29%[86.2 µM] |
| 36 | O=C(C1CCN(c2nc(-c3ccccc3)nc3c2CCC3)CC1)N1CCNCC1 | u |
| 37 | CN(Cc1ccc(Br)cc1)C(=O)c1ccc(NS(C)(=O)=O)cc1 | 14% |
| 38 | CCOc1ccc(S(=O)(=O)N(C)CC(=O)N2CCOCC2)cc1 | 4% |
| 39 | COC(=O)c1n[nH]c2c1CN(C(=O)[C@H]1CCC[C@@H](O)C1)CC2 | -11% |
| 40 | O=C(NC(c1ccccc1)c1ccccc1)c1cnc2c(c1)N(Cc1ccccc1)CCC2 | u |
| 41 | CCc1ccc2occ(CC(=O)N(Cc3ccc(N(C)C)cc3)C3CCS(=O)(=O)C3)c2c1 (stereo not drawn) | 20% |
| 42 | S=C(NC1CCCCC1)NC1CCSc2ccccc21 (stereo not drawn) | 11% |
| 43 | O=C(c1ccoc1)N1CCC2(CC1)CN(C1CCC1)CC2CO (stereo not drawn) | u |
| 44 | Cc1sc2nc(SCc3ccc(F)cc3)n(CCCN3CCOCC3)c(=O)c2c1C | 11% |
| 45 | CC(=O)c1ccc(-c2ccccc2OC(F)(F)F)o1 | u |
| 46 | Cc1ccc(NCc2cccn2-c2nnc(N3CCC(C(=O)NCCc4ccc(Cl)cc4)CC3)s2)cc1 | -29% |
| 47 | Cc1cccc(NS(=O)(=O)c2ccc(Cl)c(C(=O)Nc3ccc4oc(C)nc4c3)c2)c1 | -8% |
| 48 | Cc1nc(Nc2nc3ccccc3o2)ncc1C(=O)Nc1ccccc1C(F)(F)F | 12% |
| 49 | CCC1(O)CCC12CCN(C(=O)C1CCC1)CC2 (stereo not drawn) | 26% |
| 50 | Cc1ccc(C)c(Cn2nc(-c3ccc(C)c(S(=O)(=O)N4CCCC4)c3)ccc2=O)c1 | -28% |
| 51 | O=C(O)CCC(=O)N1CC[C@@H]2[C@H]1C(=O)N(c1ccc(F)c(Cl)c1)C(=O)N2Cc1ccccc1 | -11% |
| 52 | COCCN1CCCCC(CC(=O)Nc2ccc(OC)c(OC)c2)C1=O (stereo not drawn) | 14% |
| 53 | CCc1nc(-c2c3n(c(=O)n(CC(=O)Nc4ccccc4OC)c2=O)CCCCC3)no1 | -3% |
| 54 | CCOc1ccccc1C(=O)N(Cc1ccccc1F)C1CCS(=O)(=O)C1 (stereo not drawn) | -6% |
| 55 | NC1=[N+](Cc2ccccc2)C(Cc2ccccc2)C2C(=C3CCCCC3n3c(=O)n(-c4ccccc4)c(=O)n32)N1 (stereo not drawn) | -9% |
| 56 | COc1ccc(OC)c(NC(=O)Cc2c(C)c3ccc(O)c(C)c3oc2=O)c1 | u |
| 57 | CC(C)Cc1nc2nccc(-c3ccccn3)n2n1 | u |
| 58 | Cc1cn2c(=O)cc(COc3cc(C)c(Cl)c(C)c3)nc2s1 | -1% |
| 59 | C[N+]1(C)CCNCC1 | 11% |
| 60 | C[C@H]1CN(C(=O)c2nn(C)c3ccccc23)C[C@@H]1c1nc(-c2cccnc2)no1 | 9% |

(continued)
cpd | Structure | KDM5B inhibitor
61 | CSc1ncccc1C(=O)N1CCCC(N2CCN(c3ccccc3F)CC2)C1 (stereo not drawn) | 4%
62 | CC(=O)Nc1ccc2c(ccn2CCN2CCOCC2)c1 | 13%
63 | O=C(N[C@@H]1CCC[C@@H]1C(=O)NCc1ccc(OC(F)(F)F)cc1)c1ccncc1 | -7%
64 | CC(C)n1cc2cc(C(=O)NCCc3ccncc3)sc2c1 | u
65 | CCOC(=O)C1C(=O)C=C(c2ccc(C)cc2)CC1c1ccc(C)cc1 (stereo not drawn) | -7%
66 | COc1ccc(OC2CCN(C(C)=O)CC2)c(C(=O)NCc2snnc2C)c1 | 6%
67 | CC(=O)Nc1cccc(NC(=S)NC(NC(=O)c2ccc(C)cc2)C(Cl)(Cl)Cl)c1 (stereo not drawn) | 15%
68 | O=S1(=O)CCN2C(c3cccc(Br)c3)=CSC2=N1 | 5%
69 | CCOc1ccc(-c2nc3ccccc3c(C(=O)O)c2C)cc1 | 6%
70 | COc1ccc(-c2nc(C3CC(=O)N(C4CCCCC4)C3)no2)cc1 (stereo not drawn) | 7%
71 | O=C(NCc1ccccc1)C1=NO[C@@H]2CN(Cc3ccc(F)c(F)c3)C[C@H]12 | -2%[86.2 µM]
72 | COc1ccc(OC)c(-c2noc(Nc3cccc(F)c3)n2)c1 | u
73 | CC1CCCCN1CC(=O)N1CCCc2c1c(=O)oc1ccc(OCc3ccccc3)cc21 (stereo not drawn) | u
74 | CCc1nnc(NC(=O)C2=CCN(S(=O)(=O)c3ccc(F)cc3)CC2)s1 | 0%
75 | C#CCn1c(/C=C/c2ccc(Cl)cc2)nc2ccccc21 | u
76 | CCCn1cc2c3c(cccc31)CN(C(=O)Cc1ccc(OC)cc1)CC2 | u
77 | COc1ccc(N=C2S[C@H]3[C@H]([C@@H](O)[C@H](O)C[C@@H]3C(N)=O)N2Cc2cccs2)cc1 | 10%[86.2 µM]
78 | COc1ccccc1N1CCN(C(=O)C(=O)c2cn(CC(=O)N3CCCC3)c3ccccc23)CC1 | -3%
79 | CCc1cc(=O)n(CC(=O)Nc2ccc(C)c(F)c2)c(N2CCOCC2)n1 | -7%
80 | Cn1c(CCNC(=O)C2CC(=O)N(c3n[nH]c4ccccc34)C2)nc2ccccc21 (stereo not drawn) | -17%
81 | Cc1nc2ccc(S(=O)(=O)CCC(=O)Nc3ccc(C(C)C)cc3)cc2s1 | u
82 | Cn1c(=O)c2[nH]c(CN3CCc4ccccc4C3)nc2n(C)c1=O | u
83 | Cc1ccccc1Cc1c(C)nc2nc(SCC(=O)NCCc3ccc(Cl)cc3)nn2c1C | 0%
84 | Cc1ccc(CNC(=O)CN2c3ccc(C(C)C)cc3-c3ccccc3S2(=O)=O)cc1 | 6%
85 | CCOC(=O)c1[nH]c(C)c(C(=O)OCC(=O)NC2CCS(=O)(=O)C2)c1C (stereo not drawn) | 7%
86 | CN(CCCNc1cc(C(=O)N2CCOCC2)c2ccccc2n1)C1CCCCC1 | u
87 | CN1CCN(c2cnn(Cc3ccc(F)cc3)c(=O)c2Cl)CC1 | 4%
88 | CCN(c1cc(C)cc(C)c1)S(=O)(=O)c1nnc(NC(=O)C(C)C)s1 | 35%
89 | CCN(CC)CCCNC(=O)c1oc2ccc3c(c2c1C)C(O)CC(C)(C)O3 (stereo not drawn) | u
90 | CSc1ccc(/C=C2\N=C(c3ccco3)OC2=O)cc1 | -16%
91 | Cc1ccc(CN2C(=O)c3ccccc3Sc3ccc(C(=O)OCc4ccco4)cc32)cc1 | 11%
92 | COc1ccc(N2CCN(C(=O)c3cnc(N4CCCC4)nc3C)CC2)cc1 | 0%
93 | COc1cccc(C(=O)Nc2ccccc2SCc2cc(=O)c3cccc(C)c3[nH]2)c1 | -8%
94 | CCOC(=O)c1cccc(NC(=O)Cn2ncc3c4ccccc4n(Cc4ccccc4)c3c2=O)c1 | -15%
95 | O=C(NCCc1cccc(Cl)c1)NC1CC1 | -6%
96 | CCOc1ccc(OCC)c(NS(=O)(=O)c2c(C(=O)N3CCCCCC3)c(C)n(C)c2C)c1 | 1%
97 | CC(C)CCN1CCOc2cc(C(=O)Nc3ccncn3)ccc2C1 | -23%[86.2 µM]
98 | CC(CCC(=O)O)C1CC[C@H]2C3CCC4CC(=O)CCC4(C)[C@H]3CC(=O)C12C (stereo partly drawn) | -1%
99 | CCOCCCNS(=O)(=O)c1ccc(NC(=O)c2ccc3c(c2)OCO3)cc1 | -18%
100 | CCOCCOC1CCN(C(=O)Cc2cccc(OC)c2)CC1 | -10%
101 | Cc1cc(C(=O)N2CCC(Oc3cccnc3)C2)n(C)n1 (stereo not drawn) | -10%
102 | O=C(O)c1ccc(CC2CCN(C(=O)c3ccccc3Cl)C2)cc1 (stereo not drawn) | -23%
103 | CNC(=O)CSc1nnc(NC(=O)Nc2ccccc2)s1 | 6%
104 | COc1cc(/C=C/c2nc(C#N)c(NCCc3ccccc3)o2)cc(OC)c1OC | u
105 | COCCNC(=S)N(C)[C@H]1C[C@H]2c3[nH]c4c(-c5ccc6c(c5)OCO6)cccc4c3CCN2C[C@H]1[C@H](C)O | u
106 | CCOC(=O)C1CCCN(C(=O)Cn2nc3cc(C)nc(N4CCc5ccccc5C4)n3c2=O)C1 (stereo not drawn) | -16%
107 | O=C(c1cc(S(=O)(=O)NC2CC2)c(Cl)cc1Cl)N1CCN(c2ccccc2O)CC1 | 9%
108 | Cc1cccc(C(=O)N2C(C(=O)NCC(C)C)COC23CCN(C(=O)c2ccccc2Cl)CC3)c1 (stereo not drawn) | -10%
109 | Cc1ccc(/C=C(/SCC(=O)O)c2nc3ccccc3s2)cc1C | -10%
110 | Fc1cccc(-c2csc(-c3ccsc3)n2)c1 | 7%
111 | O=C(Nc1cccc(F)c1)C1CCN(c2cc(C(F)(F)F)ncn2)CC1 | -21%
112 | O=C1c2nc3cc(-c4ccco4)[nH]n3c(=O)c2CN1C1CCCCC1 | u
113 | Cc1nc(NC(C)C)sc1C(=O)NCc1ccncc1 | 15%
114 | Cc1ccsc1C(=O)N1CCC2(CC1)CC(N(C(=O)c1ccccc1)C1CC1)CCO2 (stereo not drawn) | -13%
115 | CC(C)C1=NOC2(CCN(CC3CC3)CC2)C1 | 27%[230 µM]
116 | Cc1cc(/C=C/c2nc3ccccc3s2)cc(C)c1O | 4%
117 | COc1cccc(N2C(=O)NC(=NC3CCCC3)C23CCCN([S+](=O)([O-])c2cccs2)C3)c1 (stereo not drawn) | 29%[115 µM]
118 | O=C(O)CC/C(=N/NC(=O)CNC(=O)C(c1ccccc1)c1ccccc1)c1ccccc1 | 29%
